Screening results (PubChem BioAssay)
MBD2 inh: MBD2-methylated oligo binding inhibition; Q9UBB5; TR-FRET, MBD2 binding to methylated oligonucleotide; inhibition, % at 4.4 µM; 0.31% of 370,000 active; in the data active = inhibition above about 13%
ABHD4 inh: ABHD4 (mouse) inhibition, primary FP screen; inhibition, % at 8.92 µM; Q8VD66; 0.54% of 370,000 active; purified mABHD4, FP-Rh probe fluorescence polarization;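 active = inhibition exceeding the mean over every tested compound plus 3 SD, cut at about 30% in these data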;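 also: 0% = plate median of compound wells and 100% = S159A mutant with DMSO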
Target sequence (Q8VD66 whole entry, looked up): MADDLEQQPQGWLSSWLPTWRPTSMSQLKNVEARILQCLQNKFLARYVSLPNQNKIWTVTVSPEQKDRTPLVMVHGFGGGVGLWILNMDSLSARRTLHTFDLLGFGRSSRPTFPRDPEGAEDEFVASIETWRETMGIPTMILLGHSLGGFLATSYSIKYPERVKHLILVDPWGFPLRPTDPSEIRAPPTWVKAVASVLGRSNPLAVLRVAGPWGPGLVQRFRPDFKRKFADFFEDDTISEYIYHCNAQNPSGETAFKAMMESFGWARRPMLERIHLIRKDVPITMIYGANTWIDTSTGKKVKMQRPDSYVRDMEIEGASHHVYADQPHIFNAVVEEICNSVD
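System: mouse ABHD4 enzyme, wild type / Medium: HEPES pH 7.0, NaCl, Pluronic buffer / Reagent: FP-Rh activity-based fluorescent probe / Control set: S159A mutant high control, sample median low control / Detection: fluorescence polarization with parallel and perpendicular emission, 525/598 nm / Schedule: 45 min + 60 min at 25 °C / Compound dosing: 8.92 µM, single dose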
SIAE inh: inhibitors of human sialic acid acetylesterase SIAE; Q9HAT2; SIAE FP-Rh probe binding, fluorescence polarization; inhibition, % at 9.66 µM; 0.69% of 370,000 active; AID 1053197;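 active = inhibition above a cutoff: mean of compounds within the control limits plus 3 SD of those, cut at about 17% in these data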;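 also: 0% = plate median of compound wells and 100% = probe without SIAE protein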
Target sequence (Q9HAT2 whole entry, looked up): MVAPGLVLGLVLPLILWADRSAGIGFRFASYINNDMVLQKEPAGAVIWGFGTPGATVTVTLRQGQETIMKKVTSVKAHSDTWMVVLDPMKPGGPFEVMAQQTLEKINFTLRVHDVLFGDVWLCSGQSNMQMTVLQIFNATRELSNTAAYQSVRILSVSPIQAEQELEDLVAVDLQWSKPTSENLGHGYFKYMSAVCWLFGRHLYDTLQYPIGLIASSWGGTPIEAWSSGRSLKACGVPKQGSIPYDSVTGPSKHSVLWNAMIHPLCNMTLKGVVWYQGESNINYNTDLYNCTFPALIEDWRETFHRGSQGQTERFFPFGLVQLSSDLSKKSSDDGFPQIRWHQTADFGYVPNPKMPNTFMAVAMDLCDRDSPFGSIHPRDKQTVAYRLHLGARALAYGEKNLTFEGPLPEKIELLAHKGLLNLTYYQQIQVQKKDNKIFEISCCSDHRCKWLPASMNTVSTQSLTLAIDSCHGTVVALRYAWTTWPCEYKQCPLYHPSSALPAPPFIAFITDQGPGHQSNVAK
PRMT1 inh: inhibitors of human PRMT1; Q99873; recombinant PRMT1, activity-based probe fluorescence polarization; inhibition, % at 2.79 µM; 1.3% of 370,000 active;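 active = inhibition above about 21% made by adding two undisclosed values, limit read from the data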
TCR CD3 inh: blocks the human TCR-CD3 interaction | TAMRA-labeled TCR probe fluorescence, biochemical | inhibition, % at 9.4 µM | 0.37% of 360,000 active; in the data active = inhibition above about 19%;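 also: recombinant mutant TCR 2C K166C tagged with TAMRA read by polarization; 0% = receptor in buffer alone and 100% = receptor with positive control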
UHRF1 binding: human UHRF1 methylated DNA binding inhibitors. Q96T88. UHRF1 binding to methylated oligo, TR-FRET. inhibition, % at 4.4 µM. 0.75% of 370,000 active; in the data active = inhibition above about 21%;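 also: UHRF1 SRA domain binding a hemimethylated CpG hairpin DNA probe; 0% = median of test compound wells and 100% = reference inhibitor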
NPR2 activator: GC-B (human) receptor activation | P20594 | HEK293-GC-B cells, CNP EC30, cGMP TR-FRET; 0% at EC30 CNP, 100% saturating CNP | activation, % at 10 µM | 0.11% of 370,000 active;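 active = activation at 10 µM reaching about 35% in either raw or pattern-adjusted values, limit read from the data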
rCAG binder: r(CAG) repeat RNA binding | 1.3% of 370,000 active | AID 651821 | inhibition, % at 3 µM | TO-PRO-1 dye displacement fluorescence;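 active = inhibition above the plate cutoff, the mean of all test compounds on that plate plus 3 SD, cut at about 35% in these data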;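 also: 0% = DMSO alone and 100% = 100 µM mitoxantrone as full dye displacement; higher means more dye released from RNA so lower well fluorescence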
HTRA1 inhibitor: inhibitors of human serine peptidase HTRA1 | recombinant HTRA1, FP-rhodamine activity-based probe, fluorescence polarization | inhibition, % at 5.96 µM | 0.5% of 340,000 active | AID 504803; in the data active = inhibition above about 36%;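 also: 0% = enzyme with DMSO and 100% = wells lacking enzyme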
NPR1 activator: GC-A (human) enzyme activation | P16066 | HEK293 GC-A cells, cGMP TR-FRET, EC30 ANP; 0% at EC30 ANP, 100% saturating ANP | activation, % at 10 µM | 0.14% of 370,000 active; in the data active = activation above about 40%
Active calls of the source: *; . = not tested or not shown; & = joins results of further samples.

SMILES	MBD2 inh	ABHD4 inh	SIAE inh	PRMT1 inh	TCR CD3 inh	UHRF1 binding	NPR2 activator	rCAG binder	HTRA1 inhibitor	NPR1 activator
Cc1cc(C)cc(C(=O)NC(CC(N)=O)c2ccc(N3CCN(C)CC3)c([N+](=O)[O-])c2)c1 (stereo not given)	-2	3	-7	5	-9	2	2	-3	1	5
CCc1ccc(OCC(=O)N2CCN=C2c2ccccc2)cc1	-5	9	-1	0	12	3	-6	-6	-5	-4
COc1ccc(S(=O)(=O)N(CC(=O)Nc2cccnc2)c2ccccc2OC)cc1	-3	-3	2	3	5	-2	-8	-4	-2	-5
CCCCNC(=O)N1CCN(c2ccccc2OC)CC1	5	2	6	1	7	2	1	-3	-2	-2
COc1ccccc1-c1coc2c(CN3C(C)CCCC3C)c(O)ccc2c1=O (stereo not given)	-3	6	-3	2	-1	2	2	18	-8	-1
Cc1ccc(NC(=O)CN2C(=O)NC(Cc3ccccc3)C2=O)c(Br)c1 (stereo not given)	5	-1	-6	3	-7	1	.	-3	5	.
O=C(N1CCOCC1)C12CC3CC(C1)CC(C(=O)N1CCOCC1)(C3)C2	1	-3	-2	2	-3	1	-2	-4	5	2
O=C(Nc1ccccc1N1CCOCC1)c1ccc(F)c(S(=O)(=O)N2CCOCC2)c1	-3	5	5	-3	-8	-2	-5	1	7	1
C=CCSc1ncccc1C(=O)NCCc1ccc(Cl)cc1	0	-6	2	-6	-2	10	-4	-5	-14	1
CCCCNC(=O)CCn1nc(-c2ccc(C)cc2)c2ccccc2c1=O	4	2	-2	-4	6	-2	-6	-3	2	-14
COC(=O)c1nc(NC(=O)c2ccc(Cl)cc2)n[nH]1	3	-2	1	-6	2	0	10	-2	-2	1
COc1ccc(C(=O)C(C)Oc2cccc(NC(=O)c3cccc([N+](=O)[O-])c3)c2)cc1 (stereo not given)	3	1	-19	2	1	0	-1	-1	-47	-5
O=C(CC(=O)N/N=C/c1cccs1)NCc1ccccc1	3	-4	-4	11	-5	4	2	3	-2	5
COc1ccc(-c2cccc(NS(=O)(=O)c3cc([N+](=O)[O-])ccc3Cl)c2)nn1	0	2	1	-8	4	-2	-3	31	-3	-1
O=C(Cc1ccc(NS(=O)(=O)c2ccc(F)cc2)cc1)NCc1ccccc1	4	0	4	1	-1	-1	-3	-1	-4	-1
C=CCn1cccc(C(=O)Nc2ccc(OC)cc2)c1=O	2	-3	0	1	4	-1	0	-6	.	0
CCOc1cc(C(=O)Nc2ccc(C)cc2C)ccc1OCC(=O)N1CCCCC1	-2	2	4	-2	-4	2	1	-4	-4	5
CCOc1cc(Cl)c(NC(=O)c2ccco2)cc1OCC	-6	-6	3	-3	-1	0	-1	0	-9	0
CCC(Sc1nnc(-c2ccco2)n1C)C(=O)Nc1nnc(C)s1 (stereo not given)	-1	-1	-4	-5	-2	1	-2	2	4	2
CC1CCCN(CC(O)COCC2COc3ccccc3O2)C1 (stereo not given)	2	-1	-3	2	-6	3	0	-4	3	-2

Next section; it opens with the three that closed the last part.
SMILES	MBD2 inh	ABHD4 inh	SIAE inh	PRMT1 inh	TCR CD3 inh	UHRF1 binding	NPR2 activator	rCAG binder	HTRA1 inhibitor	NPR1 activator
CCOc1cc(Cl)c(NC(=O)c2ccco2)cc1OCC	-6	-6	3	-3	-1	0	-1	0	-9	0
CCC(Sc1nnc(-c2ccco2)n1C)C(=O)Nc1nnc(C)s1 (stereo not given)	-1	-1	-4	-5	-2	1	-2	2	4	2
CC1CCCN(CC(O)COCC2COc3ccccc3O2)C1 (stereo not given)	2	-1	-3	2	-6	3	0	-4	3	-2
O=C(CCS(=O)(=O)c1ccc(Br)cc1)N1CCN(c2ccccc2F)CC1	5	0	2	-3	4	-1	-6	-6	-5	-4
CC1=C(C(=O)OCC2CCCO2)C(c2ccccc2OC(C)C)C2=C(CC(c3ccco3)CC2=O)N1 (stereo not given)	2	9	1	1	3	-1	-4	-4	5	-2
COc1ccc(-c2ncn(CCc3ccccc3OC)c2C(C)C)cc1	1	11	1	7	-4	-1	3	-2	.	0
CCCCNC(=O)c1nc(-c2ccncc2)oc1-c1ccccc1	-3	1	-2	-6	11	-1	-5	2	.	3
CS(=O)(=O)N1CCCC(C(=O)NCCc2ccc(Cl)cc2)C1 (stereo not given)	-4	1	-1	4	6	1	-1	-4	3	7
O=C(c1cccc(S(=O)(=O)N2CCOCC2)c1)N1CCCC1	-1	-1	1	-2	5	-1	0	-2	7	-4
O=C1c2ccccc2C(=O)N1Cc1nn2c(-c3ccc(Cl)cc3)nnc2s1	1	4	-3	-6	-1	-3	-2	1	1	-6
Clc1nc(-c2cccnc2)nc2scc(-c3ccccc3)c12	-1	-11	-12	-2	-3	2	-1	2	-37	2
CCCCNc1c(-c2ccc(-c3cccc(Cl)c3)cc2)nc2ccc(Cl)cn12	-4	26	2	1	3	-4	-10	5	-4	1
COC(=O)Cc1ccc(NC(=S)N2CCN(CCO)CC2)cc1	1	1	9	0	0	3	1	7	6	-3
N#CC1(NC(=O)CSc2nnc(Nc3ccccc3F)s2)CCCC1	1	-3	-4	-8	0	-3	1	0	1	0
Cc1nn(CC(=O)c2ccccc2)c(=O)c2nn(-c3ccccc3F)c(C)c12	3	-5	0	-1	-3	-2	-3	-5	-8	-1
Cc1ccccc1NC(=S)c1ccc2ccccc2n1	4	-4	3	13	-3	4	-3	5	-13	-4
Cc1c(CCOC(=O)c2cc([N+](=O)[O-])cc([N+](=O)[O-])c2)sc[n+]1CCCCS(=O)(=O)[O-]	4	0	-2	3	-3	3	-1	-4	2	6
O=C(O)CSCC(=O)Nc1cccc2ccccc12	6	-2	4	2	-5	4	1	-1	2	0
CCC/C=N/Nc1nc2ccccc2s1	-1	50*	7	7	-9	4	0	21	28	0
CC1(C)NC(=O)N(CCOCCOc2cccc(Oc3ccccc3)c2)C1=O	6	-8	-4	1	-6	4	10	-3	-4	0
Cc1ccnc(NS(=O)(=O)c2ccc(Oc3ccccc3)cc2)c1	5	-7	0	1	-7	2	-1	1	-3	3
COc1ccc(N2CCC(CNC(=O)Nc3ccc(OC)cc3OC)C2)cc1 (stereo not given)	2	2	1	6	-5	1	1	13	12	0
CCOC(=O)Cc1cc(=O)[nH]c(/N=C(\N)Nc2ccc(C)cc2C)n1	-1	7	6	0	4	-1	0	2	-6	-4

Profiles from above:
O=C1c2ccccc2C(=O)N1Cc1nn2c(-c3ccc(Cl)cc3)nnc2s1 is listed as MBD2 inh: 1; ABHD4 inh: 4; SIAE inh: -3; PRMT1 inh: -6; TCR CD3 inh: -1; UHRF1 binding: -3; NPR2 activator: -2; rCAG binder: 1; HTRA1 inhibitor: 1; NPR1 activator: -6
Cc1ccccc1NC(=S)c1ccc2ccccc2n1 is listed as MBD2 inh: 4; ABHD4 inh: -4; SIAE inh: 3; PRMT1 inh: 13; TCR CD3 inh: -3; UHRF1 binding: 4; NPR2 activator: -3; rCAG binder: 5; HTRA1 inhibitor: -13; NPR1 activator: -4

Continued:
SMILES	MBD2 inh	ABHD4 inh	SIAE inh	PRMT1 inh	TCR CD3 inh	UHRF1 binding	NPR2 activator	rCAG binder	HTRA1 inhibitor	NPR1 activator
CCCC[n+]1ccn(-c2nc3ccccc3nc2[N-]S(=O)(=O)c2ccc(Cl)cc2)c1	0	-1	-4	6	-7	0	-2	-2	-4	1
CCCN1CCC(C)(C(=O)Nc2ccccc2Oc2ccccc2)C1 (stereo not given)	1	-1	2	0	8	0	-3	-1	.	1
COc1cc(NC(C)CCCN)c2nc(C)ccc2c1Oc1ccc(F)cc1 (stereo not given)	-10	12	5	-2	1	-1	6	8	21	1
O=C(NCC1CCN(Cc2ccc(F)cc2)CC1)Nc1cc(F)ccc1F	0	3	-1	-2	4	1	1	-7	5	-5
CC(C)(C)NC(=O)CN(C(=O)CS(=O)CC(=O)Nc1ccc(F)cc1)c1ccccc1 (stereo not given)	6	2	0	2	0	11	3	-4	4	0
COC(=O)CNC(c1ccccc1)c1cc(C)ccc1NC(=O)c1cccc(Cl)c1 (stereo not given)	-2	-1	1	2	-3	-2	-6	-1	-43	-13
Cc1noc(C)c1COc1ccc(C(=O)Nc2cccnc2)cc1	0	-1	-7	-2	2	0	1	-2	10	-2
NC(=O)N1c2ccccc2C=Cc2ccccc21	1&2	-1&3	4&5	-2&0	3&3	-2&1	-7&-3	2&1	4&1	0&1
CC(C)(C)OC(=O)N1CCCN(C(=O)Nc2ccc(OC(F)(F)F)cc2)CC1	-1	-3	-4	-3	2	-2	3	-8	1	3
O=C(CCSc1nc2ccccc2o1)N1CCOCC1	-6	2	-4	2	-2	-2	-2	-4	10	-1
O=C(Nc1ccc(Oc2ccc(NC(=O)c3ccco3)c(NC(=O)c3ccco3)c2)cc1)c1ccco1	0	-48	-52	1	9	-4	-1	2	-52	3
Cc1ccc(S(=O)(=O)N2CCC(C(=O)Nc3cccnc3)CC2)cc1	3	8	-4	5	4	-1	-3	2	0	-12
Cn1c(Cn2cnc(Cl)c2Cl)nc2ccccc21	3	-4	-6	-1	15	0	-26	1	1	-26
CCC(=O)Nc1ccc(Oc2ccc3c(c2)C(=O)N(c2ccc(O)cc2)C3=O)cc1	-6	-7	-14	2	8	-7	-9	-7	-12	-2
c1ccc2cc3[nH]c(CN4CCOCC4)nc3cc2c1	2	3	0	-1	4	-2	5	1	3	2
CN(C)c1ccc(/C=C/c2ccc3ccccc3[n+]2C)cc1	-8	-144	-99	1	-10	-20	-53	19	-48	-48
O=C1CCCCN1CCCC(=O)N1CCCC(Nc2ccc(F)cc2)C1 (stereo not given)	0	2	16	1	7	-1	2	-5	6	2
CCCCn1cnc(C(=O)OCC)c1N	-5	1	7	0	11	-2	-5	-1	4	1
COc1n[nH]c(C(=O)NCc2ccccc2)c1[N+](=O)[O-]	-1	-3	8	-5	-6	0	-4	0	4	2
CC#CCc1cc2ccccc2c(=O)o1	-6	-4	-1	5	-1	0	-1	5	4	1
COc1ccc(CN(C)C(=O)/C=C/c2ccc(S(=O)(=O)N3CCOCC3)cc2)cc1F	1	2	-3	2	-6	2	-1	-3	-5	3
CC(=O)NC(C1C(=O)CC(C)(C)CC1=O)(C(F)(F)F)C(F)(F)F	3	-3	-2	-4	7	-2	4	-2	-7	1
O=C(Nc1nc2c(s1)CN(Cc1ccccc1)CC2)C1CCC1	-3	-6	4	0	3	0	2	-4	-7	6
CC(=NCc1ccccc1)C1=C(O)COC1=O	-6	1	2	-1	2	2	0	-4	3	2
COc1ccc(C)cc1S(=O)(=O)NC1CCCC1	-1	-1	7	2	0	0	3	0	-2	3
COc1cc(/C=N/NC(=O)c2ccc3nc[nH]c3c2)ccc1O	-6	5	11	0	-7	-1	0	-2	6	2
CC1CCCN(C(=O)CN2CCN(C(=O)c3ccco3)CC2)C1 (stereo not given)	-4	2	5	-2	7	-1	0	-3	-1	4
CNC(=O)c1cc(NC(=O)N(CCC#N)CCN(C(=O)NC(Cc2ccccc2)C(=O)NC(CC(C)C)C(=O)NC)c2ccccc2)ccc1OC (stereo not given)	-1	-9	2	-3	-11	1	-1	0	0	4
CC1(C(=O)Nc2ccc(F)c(Cl)c2)Cc2c(-c3ccccc3)ccnc2O1 (stereo not given)	-2	-5	1	-1	7	-1	-4	2	.	0
O=C(CN1C(=O)NC2(CCCCC2)C1=O)N1CCc2ccccc2C1	0	-1	6	-2	7	-1	0	-5	0	3
Nc1cccc2c1C(=O)N(C(=O)c1ccc(Cl)c(S(=O)(=O)N3CCCCCC3)c1)C2=O	-4	11	-3	-1	3	-1	1	5	-9	6
C#CCOc1ccccc1CNC1CCN(Cc2ccccc2)CC1	-1	6	6	-2	8	-1	-5	-5	-6	-21

Not all compounds are listed; rates above refer to the full screens.
